NCI-60 one-dose screen, 48 h, at 10 µM unless noted. Numbers give growth in % (100 = growth as untreated, 0 = no growth, -100 = all killed).
HL-60(TB) – HL-60(TB) leukemia cells | 9% of 78,000 active | AID 1794776; active = growth percent below 10
An asterisk follows results filed as active; & = joins results of further samples. The list is partial; the hit share may differ from the screen's.

SMILES	HL-60(TB)
COC(=O)C(CO)NC(c1ccccc1)(c1ccccc1)c1ccccc1 (stereo unspecified)	101
CCS(=O)CC	137
COc1ccc2oc(=O)cc(CSc3nc(-c4ccccc4)c(C(=O)NC(C)(C)C)c(=O)[nH]3)c2c1	101
CC(CCc1ccccn1)(CCc1ccccn1)C(=O)c1ccccc1	91
Fc1ccc(N2CCN(Cc3c[nH]c4ncnc(N5CCOCC5)c34)CC2)cc1	91
O=C1OC(C(O)CO)C(O)=C1O (stereo unspecified)	123
Nc1ccc(S(=O)(=O)NCCN(CCNS(=O)(=O)c2ccc(N)cc2)S(=O)(=O)c2ccc(N)cc2)cc1	98
O=c1c(-c2nc3ccccc3s2)cc2c(n1NS(=O)(=O)c1ccccc1)CCCC2	100
COc1cccc(CNC2CCCCC2)c1O	102
O=C(Nc1ccccc1)Nc1ccc(C(=O)/C=C/c2ccc(N3CCCC3)cc2)cc1	35

Ordered by length of the SMILES (lowest first): four of the compounds above.
SMILES	HL-60(TB)
O=C1OC(C(O)CO)C(O)=C1O (stereo unspecified)	123
CC(CCc1ccccn1)(CCc1ccccn1)C(=O)c1ccccc1	91
COC(=O)C(CO)NC(c1ccccc1)(c1ccccc1)c1ccccc1 (stereo unspecified)	101
Nc1ccc(S(=O)(=O)NCCN(CCNS(=O)(=O)c2ccc(N)cc2)S(=O)(=O)c2ccc(N)cc2)cc1	98

Remaining list, next part:
SMILES	HL-60(TB)
Cc1cc(C)c(C)cc1C	94
CCOC1Oc2ccc(F)cc2-c2oc(=O)ccc21 (stereo unspecified)	95
CCC1(C(=O)NC(=Nc2ccccc2)Nc2ccccc2)CCOC1=O (stereo unspecified)	100
CCC1CC(O)c2c(O)c3c(c(O)c2C1O)C(=O)c1cccc(O)c1C3=O (stereo unspecified) (tested in a mixture with another compound)	-45*
O=C(O)c1cn(C2CC2)c2cc(N3CCN(C(=O)C[n+]4ccc5ccccc5c4)CC3)c(F)cc2c1=O	109
C=CS(=O)(=O)O	95
Cc1ccc(-c2cnc3sc(C)cn23)cc1	87
CC(=O)[C@H]1CC=C2[C@@H]3CCC4=CC(=O)C[C@]4(C)[C@H]3CC[C@@]21C	98
O=c1nc2c(-c3nc(-c4ccccc4)cs3)n[nH]n2c2sc3c(c12)CCCC3	101
N#CCCP(CCC#N)c1ccccc1	96
O=S(=O)(Cc1ccccc1)c1nc2ccccc2s1	17
CCCCOc1ccc(C(=O)OCCNC(C)C)cc1N	133
CCOC(=O)c1sc(NC(=O)COc2cccc(/C=C3\Cc4ccc(Cl)cc4C3=O)c2)nc1C	120
Cc1cc2c(c(C)c1Cl)C(=O)/C(=C/c1ccc(O)cc1)O2	101
COc1ccc(CSc2nc3ccc(C)cc3c(=O)n2-c2ccccc2)cc1	111
CC(=O)NC1=C(N2CC2C)C(=O)C(NC(C)=O)=C(N2CC2C)C1=O (stereo unspecified)	84
COc1ccc(C2=C/C(=C/c3cc(OC)ccc3OC)C(=O)N2CCc2ccc(S(N)(=O)=O)cc2)cc1	98
CCCCNc1ccc2c3c1cccc3c(=O)n1c3ccccc3nc21	63
O=NN(CCF)C(=O)NCCO	87
O=S(=O)(c1ccccc1)N1CCN(Cc2ccccc2)c2ccccc21	79
COc1cc(/C=C/C(=O)c2ccc(C)cc2)ccc1Oc1nc(Nc2ccc(F)cc2)nc(N(C)C)n1	42
Nc1ccc(C(=O)Nc2ccc(S(=O)(=O)F)cc2)cc1	79
O=C(Nc1sc2c(c1C(=O)NCc1cccs1)CCCC2)c1ccccc1	110
COc1ccc(C2=NOC3C4COC(O4)C(=O)C23)cc1 (stereo unspecified)	109
CC1(C)O[C@@H]2[C@@H](CO[C@@]3(COS(N)(=O)=O)OC(C)(C)O[C@@H]23)O1	97
CNC(=O)c1cc(Oc2ccc(NC(=O)Nc3ccc(Cl)c(C(C)(C)C)c3)c(F)c2)ccn1	47
O=C(Nc1nc(-c2ccccc2Cl)cs1)c1cc(-c2ccc(Cl)cc2)nc2ccc(Cl)cc12	-22*
COc1ccc(C2=NN(C(=O)c3cc(-c4ccc(C)cc4)nc4ccccc34)C(c3cc(-c4ccccc4)nn3-c3ccccc3)C2)cc1 (stereo unspecified)	91
COc1ccc2c(c1)C(=O)CC(c1ccccc1OC)O2 (stereo unspecified)	88
COc1ccc(-c2csc(NC(=O)COCc3c(-c4ccccc4)no[n+]3[O-])n2)cc1	103

Structural class: the entries above with a thiophene ring, fused or not.
SMILES	HL-60(TB)
O=c1nc2c(-c3nc(-c4ccccc4)cs3)n[nH]n2c2sc3c(c12)CCCC3	101
O=C(Nc1sc2c(c1C(=O)NCc1cccs1)CCCC2)c1ccccc1	110

The results go on.
SMILES	HL-60(TB)
Cc1sc2nc3[nH]/c(=C\c4ccc(Cl)cc4)c(=O)n3c(=O)c2c1C	93
Oc1ccc(CC2NCCc3cc(O)c(O)cc32)cc1O (stereo unspecified)	87
O=C1[C@@H]2Cc3c([nH]c4ccccc34)[C@H](c3ccc(Cl)cc3)N2C(=O)CN1C1CCN(Cc2ccccc2)CC1	18
Nc1ccccc1-n1cnc2ccccc2c1=O	76
Cc1ccc(NC(=O)Cn2c(Br)nc3c2c(=O)n(C)c(=O)n3C)cc1	102
O=C(O)c1cn(C2CC2)c2cc(N3CCN(Cc4ccc(O)cc4O)CC3)c(F)cc2c1=O	100
Cc1ccc([N+]2=NOC(=O)C2S(=O)(=O)Nc2nc(-c3c(Cl)cccc3Cl)cs2)cc1 (stereo unspecified)	114
Nc1nc(SCC#CCCl)c2[nH]cnc2n1	11
NC(=O)c1cccc(-n2ccc3cc(NC(=O)Nc4ccccc4)ccc32)n1	100
O=C(CCCC(=O)c1ccc(F)cc1)N[C@@H](CC(=O)N1CCn2c(nnc2C(F)(F)F)C1)Cc1cc(F)c(F)cc1F	91
O=C1c2ccccc2-c2c1c1c3ccccc3n(CCCCBr)c1c1c3ccccc3n(CCCCBr)c21	99
CN1CCN=C1c1ccc(NC(=O)c2ccc(C(=O)Nc3ccc(C4=NCCN4C)cc3)c(N)c2)cc1	102
O=C1c2ccccc2-c2c1c1ncccc1c(=O)n2C[C@H](O)CO	99
C[C@]12CC[C@H]3[C@@H](CC=C4C[C@@H](O)CC[C@@]43CO)[C@@H]1CC[C@@H]2O	104
O=C(CO)C1CC2C=CC1C2 (stereo unspecified)	95
NC(Cc1ccc(Cl)cc1)C(=O)O (stereo unspecified)	96
O=C(N/N=C/c1cccc2ccccc12)c1cccnc1	103
CSc1ncc(Br)c(=O)[nH]1	94
COc1ccc(C(=O)c2cc(C(C)=O)c3ccc(C(C)=O)cn23)cc1	97
COc1cnc2c(c1)C(=O)c1c-2n(CCCN2CCC(O)CC2)c(=O)c2cc(Cl)ccc12	-36*
O=[N+]([O-])c1ccccc1S(=O)(=O)N(CCCCN(S(=O)(=O)c1ccccc1[N+](=O)[O-])S(=O)(=O)c1ccccc1[N+](=O)[O-])S(=O)(=O)c1ccccc1[N+](=O)[O-]	113
COc1cc(Br)c(-c2nc(-c3ccccc3)c(-c3ccccc3)n2C2CC2)cc1OC	64
Cc1cc(CCNC=O)c(C)c2c1oc1ccccc12	94
CCOC(=O)NN	135
CC(=O)c1cc2c(N)c(C(=O)Nc3ccncc3)sc2nc1C	85
CCCCCOC(=O)c1ccc(NC(=O)CCNCC)cc1	86
COc1ccc(N2CC(c3nc4ccccc4[nH]3)CC2=O)cc1 (stereo unspecified)	104
S=C1NC2(CCCCC2)NC12CCCCC2	86
O=C(Nc1ccc(Cl)c2c1C(=O)c1ccccc1C2=O)c1ccccc1	98
Cc1cccc2cc(-c3cc4ccccc4[nH]3)c(=NC(=O)c3ccc(Cl)cc3)oc12	117

The final 5 records of the part above come first, to join the parts.
SMILES	HL-60(TB)
CCCCCOC(=O)c1ccc(NC(=O)CCNCC)cc1	86
COc1ccc(N2CC(c3nc4ccccc4[nH]3)CC2=O)cc1 (stereo unspecified)	104
S=C1NC2(CCCCC2)NC12CCCCC2	86
O=C(Nc1ccc(Cl)c2c1C(=O)c1ccccc1C2=O)c1ccccc1	98
Cc1cccc2cc(-c3cc4ccccc4[nH]3)c(=NC(=O)c3ccc(Cl)cc3)oc12	117
COc1ccc(C(=O)Nn2cnc3oc(-c4ccc(OC)cc4)cc3c2=N)cc1	100
O=C1c2c(c(=O)[nH]c3ccccc23)CN1Cc1ccccc1	83
CC(C#N)C(O)(c1ccccc1)c1ccccc1 (stereo unspecified)	98
O=C(/C=C/c1cccnc1)/C=C/c1cccnc1	-43*
COc1ccc(OC)c(C(O)C(C)NC(C)(C)C)c1 (stereo unspecified)	106
CCCCNCCCC	105
CC(C)(C)OC(=O)N1CCN(c2nc3ccccc3c3c(=O)c4cc(F)ccc4sc23)CC1	93
CCN(CC)c1ccc(-c2nc3c4ccccc4c4ccccc4c3[nH]2)c(O)c1	105
COc1ccc(-n2ncn(CCCn3cnn(-c4ccc(OC)cc4)c3=O)c2=O)cc1	100
Cc1ccc(S(=O)(=O)Oc2ccc(NC(=O)C34CC5CC(CC(C5)C3)C4)cc2)cc1	68

An excerpt of these results, field by field.
> COC(=O)C(CO)NC(c1ccccc1)(c1ccccc1)c1ccccc1 (stereo unspecified)
  HL-60(TB) = 101

> CCS(=O)CC
  HL-60(TB) = 137

Other results:
SMILES	HL-60(TB)
OB1OCc2cc(/C=C/c3cccc(C(F)(F)F)c3)ccc21	-6.5*
CCNCCNc1c(C)c(-c2ccc(C(F)(F)F)cc2)c(C#N)c2nc3ccccc3n12	74
NS(=O)(=O)c1ccc(NCc2cn(-c3ccc(C(=O)O)cc3)nc2-c2ccc(C(F)(F)F)cc2)cc1	98
Nc1[nH]c2cc(Cl)ccc2c(=O)c1-c1ccccc1	118
CC(=O)Nc1cccc(C(F)(F)F)c1[N+](=O)[O-]	85
Cc1ccc(C2(C(=O)O)CCCCC2)cc1	101
NC(=O)CC1(c2ccccc2)CCCCC1	98
Cn1c(=O)c2c(nc(Nc3cc(=O)[nH]c(=O)[nH]3)n2CC(=O)Nc2ccc(S(N)(=O)=O)cc2)n(C)c1=O	104
O=c1oc2ccccc2cc1-c1csc(N=Nc2c(O)[nH]c3ccc(Cl)cc23)n1	99&105
O=C1CC(=C/c2ccccc2)/C(=C/c2ccccc2)C1	93
Cc1cccc(C)c1NC(=O)N/N=C/c1c[nH]c2ccccc12	96
Cc1ccc2nc(-c3ccc(-n4on4-c4ccc(/C=C/c5ccc(-n6on6-c6ccc(-c7nc8ccc(C)cc8s7)cc6)cc5S(=O)(=O)O)c(S(=O)(=O)O)c4)cc3)sc2c1	101
NC(=O)CC[n+]1ccccc1	77
Cc1cc(N(C)C)n2c(nc3ccccc32)c1C#N	113
CCc1ccc(/C=C/c2ccc(O)c3ncccc23)[n+](C)c1	104
O=C1C=CC2(O)OC(c3ccccc3)CC(=O)C2=C1O (stereo unspecified)	51
COc1ccc(-c2nc3ccc(C)cc3c3c2c(=O)n(C)c(=O)n3C)cc1	65
Cc1nc(NCCCOC(C)C)c2cnn(-c3ccccc3)c2n1	83
Nc1c(I)cc(C(=O)O)cc1I	118
COC(=O)CC[C@@H](C)[C@H]1CC[C@H]2[C@@H]3CC[C@@H]4C[C@H](O)CC[C@]4(C)[C@H]3C[C@H](O)[C@]12C	97
COc1ccc(Nn2c(SCC(=O)Nc3nccs3)nc(C)c2C)cc1	99
Cc1ccc(-n2cc(-c3ccccc3)c3c2N=NN2CCN=C32)cc1	101
C=C(C)[C@@H]1CC[C@]2(C(=O)OC)CC[C@]3(C)[C@H](CC[C@@H]4[C@@]5(C)Cc6cc(C)oc6C(C)(C)[C@@H]5CC[C@]43C)[C@@H]12	87
COc1ccc(C(O)(C(=O)OCC[N+]2(C)CCCCC2)c2ccc(OC)cc2)cc1	92
COc1ccc(C2=Nc3c(N)nc(N)nc3NC(c3cccc(Nc4ccnc5cc(Cl)ccc45)c3)C2)cc1 (stereo unspecified)	95
CC(=O)c1ccccc1[N+](=O)[O-]	106
COc1ccc2oc(=O)cc(C3c4[nH]c5ccccc5c4CCN3S(=O)(=O)c3ccc(C)cc3)c2c1 (stereo unspecified)	96
O=C(COc1cc(Cl)c(Cl)cc1Cl)OCCOc1cc(Cl)c(Cl)cc1Cl	88
O=C1NC(=S)NC(=O)C1=Cc1ccc(OCc2ccccc2)cc1	102
COc1ccc(NC(=O)c2sc3nc4c(cc3c2N)COCC4)cc1	77
CCCCCCCCCCCCCCCCCCNC(=O)SC	80
COc1cc2cc(Oc3ccc(NC(=O)c4cccc5c4OCCO5)cc3)c(C)nc2cc1OC	42
COc1ccccc1-n1c(-c2cc(O)ccc2C)cn2c3c(=O)[nH]c(=O)n(C)c3nc12	110
O=C(O)c1nc[nH]c1C(=O)O	55
COC(=O)C1(C(C)C(=O)c2ccc(Cl)cc2)NC(=S)NC(=O)C1C#N (stereo unspecified)	101
O=C(O)CC(NC(=O)CP(=O)(O)O)C(=O)O (stereo unspecified)	97
CC1(C)CN1C(=O)Nc1ccc(Cc2ccc(NC(=O)N3CC3(C)C)cc2)cc1	111
O=C(O)C1CCCN1C(=O)OCc1ccccc1 (stereo unspecified)	102
Cc1ccc(S(=O)(=O)Oc2nncc(-c3ccccc3)n2)cc1	65
O=C1CSC(=S)N1/N=C\c1c(O)ccc2ccccc12	94
O=S(=O)(Nc1ccc(Cl)nn1)c1ccc(NC(=S)OCCO)cc1	85
CCOC(=O)c1sc(/N=C2\C(=O)Nc3ccc(F)cc32)nc1C	94
CC(=O)c1ccc2ccccc2c1O	102
O[C@@H]1Cc2cc(OC(F)(F)F)ccc2N[C@H](c2ccco2)C1	98
O=S(=O)(SC(=S)NCCNC(=S)SS(=O)(=O)c1ccc(Cl)cc1)c1ccc(Cl)cc1	89
COc1cc(/C=C/c2c(-c3ccc(Cl)cc3)nc3sc(-c4ccccc4)c(-c4ccccc4)n23)cc(OC)c1OC	112
CCOC(=S)SCC(=O)c1cccc([N+](=O)[O-])c1	107
Cc1[nH]n(C(N)=O)c(=O)c1N=Nc1ccc(S(=O)(=O)N=C(N)N)cc1	98
COc1ccc(NC(=O)c2sc3ncccc3c2N)cc1	101
CNC(=O)Nc1ccc(S(N)(=O)=O)cc1	126
CN=C(N)c1ccc(N)cc1	106
